Source: PubChem (NMMLSC)
RGS8-Gao: RGS8-Galphao binding modulators, primary screen, biochemical, multiplexed bead flow cytometry; actives lie on both sides; response (percent of control binding), % at 10 µM; 220,000 compounds, 0.34% hits; AID 1423, 2008; in the data active means response below about 60% or above about 140%; inactive means in between;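 further: Galphao activated as the GDP aluminium fluoride complex binding bead-coupled RGS8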
Target sequence (P09471 whole entry, looked up): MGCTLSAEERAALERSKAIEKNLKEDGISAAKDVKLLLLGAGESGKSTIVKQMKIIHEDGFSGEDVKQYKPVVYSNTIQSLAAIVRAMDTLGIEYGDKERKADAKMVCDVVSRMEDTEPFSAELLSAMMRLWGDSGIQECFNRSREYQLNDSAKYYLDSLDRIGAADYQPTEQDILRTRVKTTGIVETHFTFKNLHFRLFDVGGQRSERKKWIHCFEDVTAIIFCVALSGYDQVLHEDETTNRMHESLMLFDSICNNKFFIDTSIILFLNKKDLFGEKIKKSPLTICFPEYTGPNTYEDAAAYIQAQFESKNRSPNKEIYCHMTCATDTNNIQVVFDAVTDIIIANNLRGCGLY
RGS4-Gao reg: modulators of RGS4 binding to Galphao, primary screen, biochemical, multiplexed bead flow cytometry; actives lie on both sides; AID 1415, 2008; 220,000 compounds, 0.33% hits; Guanine nucleotide-binding protein G(o) subunit alpha (Homo sapiens), P09471; binding response (% of control), % at 10 µM; in the data active means binding response below about 49% or above about 150%; inactive means in between;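 further: fluorescent Galphao activated with aluminum fluoride binding bead-coupled RGS4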
RGS7-Gao: RGS7-Galphao binding modulators, primary screen, biochemical, multiplexed bead flow cytometry. binding response (% of control), % at 10 µM. Guanine nucleotide-binding protein G(o) subunit alpha (Homo sapiens), P09471. actives lie on both sides. 220,000 compounds, 0.35% hits; in the data active means binding response below about 49% or above about 150%; inconclusive means no clear call, values can overlap the other calls; inactive means in between;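 further: fluorescent Galphao held in activated GDP-AlF4 state binding bead-coupled RGS7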
* = called active by the depositor; ? = inconclusive; / = no result given.

RGS8-Gao	SMILES	RGS4-Gao reg	RGS7-Gao
100	O=C(COC(=O)c1ccc(O)cc1O)NCCN1C(=O)CSC1=O	99	?
98	O=C1/C(=C/c2cccc([N+](=O)[O-])c2)CSc2ccc(Cl)cc21	99	?
100	COc1ccc(OCC(O)CNC(=O)Nc2ccc(F)cc2)cc1 (stereo unspecified)	98	?
100	CC(C)NC(=S)N/N=C/c1cccnc1	99	?
101	CCCCCCCCNC(CO)(CO)CO	101	?
100	O=C1NC(=S)N/C1=C\c1ccccc1OCc1ccc(C(=O)O)cc1	103	?
101	Cc1cc(C)c(NC(N)=S)c(C)c1	105	?
103	Cc1nnc(N)s1	104	?
105	Cc1cc2sc3nc(=O)n(-c4ccccc4)c(=O)n3c2cc1C	110	?
100	CCCn1c(O)c(N=NC(=O)c2cccnc2)c2cc(Br)ccc21	96	?
101	CCN(CC)CCCN(Cc1cc2cc(OC)ccc2[nH]c1=O)C(=O)Nc1ccccc1	100	?
101	NC(=S)Nc1c(Cl)cccc1Cl	102	?

Remaining list, next part.
RGS8-Gao	SMILES	RGS4-Gao reg	RGS7-Gao
101	COc1ccc(CN2CCOCCOCCOCCOCCOCC2)cc1	101	?
103	CC(=O)Nc1ccc(NC(=O)CSc2nnc(C)c(=O)n2N)cc1	105	?
99	CCc1ccc(S(=O)(=O)NCC(O)COc2ccc(OC)cc2)cc1 (stereo unspecified)	99	?
99	CCOC(=O)CCc1c(C(=O)OCC)[nH]c(CC)c1C(=O)OCc1ccccc1	96	?
99	Cc1ccc(Nc2nc(C)nc3c2oc2ccccc23)cc1	98	?
99	C=CCC1(Cl)C(=O)C(Cl)=C(N2CCOCC2)C1(OC)OC (stereo unspecified)	96	?
100	O=C(C1=NNCC1c1ccccc1)C1OC1c1ccccc1 (stereo unspecified)	102	?
102	Cc1csc(NC(=O)c2cc(=O)[nH]c3ccccc23)n1	103	?
104	OC(CNC1CCCC1)COCCOc1ccc(Br)cc1 (stereo unspecified)	101	?
99	Cc1ccc(CCNC(=O)C2CC(c3ccc(C(F)(F)F)cc3)=NO2)cc1 (stereo unspecified)	94	?
102	Clc1ccccc1OCc1nn[nH]n1	102	?
101	COC(=O)c1ccccc1NC(=O)c1ccc(F)cc1	102	?

The list goes on:
RGS8-Gao	SMILES	RGS4-Gao reg	RGS7-Gao
101	COc1ccc(-c2nnc(SCc3nc4ccccc4c(=O)[nH]3)o2)cc1	106	?
101	O=c1cc(CN2CCN(Cc3ccccc3)CC2)c2cc3c(cc2o1)CCC3	102	?
99	O=c1cc(COc2ncnc3ccccc23)nc2sccn12	100	?
102	O=C(CCN1CCc2ccccc2C1)Nc1ccc(F)c(F)c1	103	?
101	COCCNC(=O)CSc1nc2scc(-c3ccccc3)c2c(=O)[nH]1	102	?
101	N#CC1(Nc2cccc(Br)c2)C(=O)Nc2ccccc21 (stereo unspecified)	101	?
100	CC(C)c1nnc(NC(=O)c2cc3cc(Br)ccc3oc2=O)s1	100	?
99	O=S(=O)(Nc1nccs1)c1ccc(NCc2cc(Br)cc(Br)c2O)cc1	101	?
99	O=C(O)c1ccc(Oc2ccccc2)o1	98	?
99	CCOC(=O)c1sc(=S)n(C)c1NC(=O)c1cccc(Br)c1	137	?
106	C/C=C/C(=O)N1CC2(CC(c3cccc(NC(=O)/C(C)=C/C)c3)=NO2)C[C@H]1C(N)=O (stereo partly specified)	108	?
98	O=C(c1cc(=O)[nH]c2ccccc12)N1CCN(c2ccccc2)CC1	96	?

Reformatted: entries from further up.
| Compound | RGS8-Gao | RGS4-Gao reg | RGS7-Gao |
| --- | --- | --- | --- |
| CC(C)NC(=S)N/N=C/c1cccnc1 | 100 | 99 | ? |
| CCCCCCCCNC(CO)(CO)CO | 101 | 101 | ? |

Further compounds follow:
RGS8-Gao	SMILES	RGS4-Gao reg	RGS7-Gao
100	COc1ccccc1C(=O)NCCC(=O)Nc1cccnc1	100	?
99	COc1cc(C(=O)Nc2nc3ccccc3[nH]2)ccc1OC(F)F	98	?
92	O=C(N/N=C/C(Cl)=C\c1ccccc1)c1ccco1	90	?
92	COC(=O)c1sccc1NC(=O)CC1NCCNC1=O (stereo unspecified)	77	?
98	CN1C(C(=O)NCCc2cccs2)CC2Cn3c(nc4cc(Cl)c(Cl)cc43)C21 (stereo unspecified)	95	?
108	Cc1cc(=O)[nH]c(N)n1	110	?
97	COC(=O)c1cc2c(C)nn(C)c2s1	94	?
101	O=C(O)[C@H](Cc1ccccc1)NC(=O)N1CCN(c2ccccc2)CC1	104	?
99	COc1c(O)ccc(/C=N/NC(=O)c2ccc3c(c2)OCCO3)c1[N+](=O)[O-]	99	?
105	CCNc1nc(NCC)nc(Oc2ccc(C(=O)OC)cc2)n1	83	?
101	COc1ccc(/C=C2\Oc3cc(OC(=O)N4CCOCC4)ccc3C2=O)cc1	110	?
100	CCC(=O)N1CCN(c2ccnc3cc(Cl)ccc23)CC1	97	?

Full records, quoted from the list. Order of values: RGS8-Gao, RGS4-Gao reg, RGS7-Gao
C=CCC1(Cl)C(=O)C(Cl)=C(N2CCOCC2)C1(OC)OC (stereo unspecified) is entered as 99, 96, ?
CC(=O)Nc1ccc(NC(=O)CSc2nnc(C)c(=O)n2N)cc1 is entered as 103, 105, ?

(next part)
RGS8-Gao	SMILES	RGS4-Gao reg	RGS7-Gao
100	CCOC(=O)C(CC(=O)O)NCc1ccco1 (stereo unspecified)	101	?
102	O=C1CN(C(=O)COc2ccc(F)cc2Cl)c2ccccc2N1	101	?
103	COC(=O)Cc1ccc(NC(=S)NC2CC2)cc1	102	?
100	O=C(O)c1ccc(Cl)c(S(=O)(=O)Nc2ccc3[nH]c(=O)[nH]c3c2)c1	102	?
103	N#CCCN(C(=O)CSc1nc2nc(-c3cccs3)cc(C(F)(F)F)c2c(=O)[nH]1)c1ccccc1	101	?
107	N#CC1CCCc2c1[nH]c1ccc([N+](=O)[O-])cc21 (stereo unspecified)	99	?
104	COc1ccccc1NC(=O)NCc1nc(-c2ccc(C(F)(F)F)cc2)no1	106	?
99	Cc1cc2cc(CNC(=O)c3ccc(S(=O)(=O)N4CCOCC4)cc3)ccc2[nH]1	93	?
98	COCCCNC(=O)CN(c1cc(C(F)(F)F)ccc1Cl)S(C)(=O)=O	92	?
100	Cc1cc(C)cc(OCC(=O)N(Cc2ccc(N(C)C)cc2)C2CCS(=O)(=O)C2)c1 (stereo unspecified)	101	?
99	COc1ccccc1NC(=S)NC(NC(C)=O)C(Cl)(Cl)Cl (stereo unspecified)	98	?
103	CCCc1nc2sc3c(c2c(=O)n1NC(=O)CCC(=O)OC)CCCC3	93	?

(further entries)
RGS8-Gao	SMILES	RGS4-Gao reg	RGS7-Gao
98	C/C(=N\NC(=O)Cn1nc(C)c([N+](=O)[O-])c1C)c1ccc(Cl)s1	98	?
100	CN1C(N)=NC(=O)/C1=C/c1ccc(F)cc1	103	?
103	NS(=O)(=O)c1ccc(CNC(=O)c2ccc(Cl)c([N+](=O)[O-])c2)cc1	100	?
94	CCn1c(=O)c([N+](=O)[O-])c(N2CCSCC2)c2ccccc21	78	?
87	CCSc1nnc(Cc2cc(=O)[nH]c(=O)[nH]2)n1-c1ccc(Cl)cc1	73	?
99	O=C(O)c1ccc(S(=O)(=O)Nc2cccc(CP(=O)(c3ccccc3)c3ccccc3)c2)cc1	94	?
101	O=C(COC(=O)/C=C/c1cccs1)Nc1nc(-c2cccc(Br)c2)cs1	100	?
100	Cc1ccnc(SCCn2c(N3CCN(C)CC3)nc3c2c(=O)n(C)c(=O)n3C)n1	98	?
103	Cc1nc(CCNC(=O)c2cc(COc3ccc(F)cc3Cl)on2)sc1C	103	?
101	Cn1c(=O)[nH]c(=O)c2c1nc(NC1CCCCC1)n2CCO	98	?
101	Cc1cc(C(=O)Nc2ccc(S(=O)(=O)N3CCOCC3)cc2)c(C)o1	101	?
96	CCOC(=O)C1=C(O)/C(=C/c2cc(C)n(-c3ccccc3)c2C)N=C1C	95	/

Following part:
RGS8-Gao	SMILES	RGS4-Gao reg	RGS7-Gao
99	COc1cc(/C=C2\CCc3c2nc2ccccc2c3C(=O)O)cc(OC)c1OC	100	?
84	COc1ccc(COCCN2CCN(S(=O)(=O)c3ccccc3)CCC2=O)cc1	84	?
103	CN(C)CCNC(=O)c1c(CSc2ccccc2)noc1C(=O)NCc1ccccc1	107	?
103	CN(Cc1ccccc1)C(=O)CSc1nc2cc(C(=O)N3CCC(C(N)=O)CC3)ccc2c(=O)n1-c1ccccc1	101	?
100	Cc1cc(C(=O)NNc2ccccc2F)no1	103	?
103	NC(=O)COn1c(SCC(N)=O)nc2ccccc2c1=O	104	?
100	CN(NC(=O)c1ccccc1F)c1ccc([N+](=O)[O-])cn1	103	?
100	CCOC(=O)c1[nH]cnc1C(=O)NCc1ccccc1	105	?
100	COc1ccc(C2=NO[C@@H]3[C@@H]4C[C@@H]([C@H]5C(=O)N(C)C(=O)[C@@H]45)[C@H]23)c(OC)c1	99	?
102	C#CCOCCOCCOCCNc1nc(N2CCN(C(=O)[C@H](CCC(=O)O)n3cc(C(N)CO)nn3)CC2)nc(N2CCN(C(=O)[C@H](CCC(=O)O)n3cc(C(N)CC(C)C)nn3)CC2)n1 (stereo partly specified)	102	?
101	COc1ccc([C@H]2[C@H]3C=CC[C@@H](C)[C@@H]3C(=O)N2Cc2ccccc2)cc1Cl	104	?
103	C/C(=N\OCc1ccc(C#N)cc1)c1cc2ccccc2o1	108	?

Of the compounds above, these have an aryl thioether with sulfur outside any ring.
RGS8-Gao	SMILES	RGS4-Gao reg	RGS7-Gao
103	CC(=O)Nc1ccc(NC(=O)CSc2nnc(C)c(=O)n2N)cc1	105	?
101	COc1ccc(-c2nnc(SCc3nc4ccccc4c(=O)[nH]3)o2)cc1	106	?
101	COCCNC(=O)CSc1nc2scc(-c3ccccc3)c2c(=O)[nH]1	102	?
103	N#CCCN(C(=O)CSc1nc2nc(-c3cccs3)cc(C(F)(F)F)c2c(=O)[nH]1)c1ccccc1	101	?
87	CCSc1nnc(Cc2cc(=O)[nH]c(=O)[nH]2)n1-c1ccc(Cl)cc1	73	?
100	Cc1ccnc(SCCn2c(N3CCN(C)CC3)nc3c2c(=O)n(C)c(=O)n3C)n1	98	?
103	CN(C)CCNC(=O)c1c(CSc2ccccc2)noc1C(=O)NCc1ccccc1	107	?
103	CN(Cc1ccccc1)C(=O)CSc1nc2cc(C(=O)N3CCC(C(N)=O)CC3)ccc2c(=O)n1-c1ccccc1	101	?
103	NC(=O)COn1c(SCC(N)=O)nc2ccccc2c1=O	104	?

Later entries
RGS8-Gao	SMILES	RGS4-Gao reg	RGS7-Gao
101	O=C(N1CCN(CCO)CC1)N1c2ccccc2CCc2ccccc21	100	?
100	O=C(N/N=C/c1cc2c(cc1Br)OCO2)c1ccccn1	97	?
98	COc1ccc(C2c3ccc(O)cc3Oc3ncn(CC(C)C)c(=N)c32)cc1 (stereo unspecified)	99	?
104	CC(C)(C)OC(=O)NC(Cc1ccccc1)C(=O)O (stereo unspecified)	103	?
102	COc1ccc(CCNS(=O)(=O)c2cnc(Cl)c(Br)c2)cc1OC	103	?
101	O=C(Cn1nc(-c2ccccc2)c2ccccc2c1=O)Nc1ccc(O)cc1	97	?
96	O=C(CSc1nnc2sc3ccccc3n12)NCc1ccc2c(c1)OCO2	89	?
104	O=C(c1cccc(C(F)(F)F)c1)C1CCCN(C(=O)CCn2cnnn2)C1 (stereo unspecified)	111	?
98	CCn1c(C)nc2cc(C(=O)NNC(=S)Nc3ccc(C)cc3)ccc21	95	?
105	Cc1cc(=O)[nH]c(NN)n1	110	?
104	Cc1c(C(=O)Oc2ccc(Cl)cc2)n(C)oc1=O	101	?
102	CCC1=C(OC(=O)N(CC)CC)N2C(=O)OC(=NCCc3c[nH]c4ccccc34)[C@]2(Cc2ccccc2)[C@H]2C1=CC[C@H]1C(=O)N(c3ccccc3)C(=O)[C@H]12	102	?

Next records follow.
RGS8-Gao	SMILES	RGS4-Gao reg	RGS7-Gao
104	COC(=O)[C@H](CCSC)NC(=O)NC1CC1	99	?
102	Clc1ccc(CNc2ccc(CNc3ncn[nH]3)cc2)c(Cl)c1	99	?
103	COc1ccc(/C=N/n2c(C)nc3c([nH]c4ccccc43)c2=O)cc1CN1CCCC(C)(C)C1	105	?
100	OCCNC(=S)Nc1cc(Cl)cc(Cl)c1	100	/
100	CCOC(=O)c1oc2cc(OCC(=O)OC)ccc2c(=O)c1-c1ccc(OC)c(OC)c1	100	?
99	O=S(=O)(NC1CCCC1)c1ccccc1Br	103	?
99	Cc1nc2ccccn2c1C(=O)N/N=C/c1ccc([N+](=O)[O-])cc1	95	?
99	COC(=O)c1ccc(Nc2cc(C)nc3ccccc23)cc1	99	?
96	COC(=O)CCCC1=CC2=C(c3ccccc3)C(=O)C(C)(OC(=O)C3CCCC3)C(=O)C2=CN1c1ccc(OC)cc1 (stereo unspecified)	97	?
101	O=C(NNC(=O)c1nn(-c2ccc(F)cc2)ccc1=O)Nc1cccc(Cl)c1	98	?
109	O=c1c2ccccc2c(C=Nc2cccc(S(=O)(=O)NC3=NCCCCC3)c2)c(O)n1Cc1ccccc1	121	?
101	O=C(O)c1ccc(N/N=C/c2ccc(-c3ccc(Cl)cc3Cl)o2)cc1	102	?

Some of the compounds tested. The share of hits here may be higher or lower than overall.
